Growth percent in the NCI-60 one-dose screen (48 h, 10 µM unless noted): 100 = growth as untreated, 0 = no growth, -100 = all killed.
LOX IMVI = LOX IMVI melanoma | 79,000 compounds, 7.4% hits
BT-549 = BT-549 breast cancer | AID 1794793 | 78,000 compounds, 4.4% hits
K-562 = K-562 leukemia; 78,000 compounds, 7.4% hits; AID 1794777
MDA-MB-468 = MDA-MB-468 breast cancer. AID 2202374. 78,000 compounds, 8.5% hits
HS 578T = HS 578T breast cancer; 78,000 compounds, 4.1% hits
MCF7 = MCF7 breast cancer; 82,000 compounds, 6.3% hits
T-47D = T-47D breast cancer; 79,000 compounds, 5% hits
MDA-MB-231 = MDA-MB-231 breast cancer; 81,000 compounds, 5% hits; AID 1794789
Starred values were filed as active, the others as inactive; . = not tested or not shown; [ ] = another dose, or the depositor's remark. Rule for the calls: active = growth percent below 10; inactive = the rest.

compound	LOX IMVI	BT-549	K-562	MDA-MB-468	HS 578T	MCF7	T-47D	MDA-MB-231
COc1ccc(NC(=O)/C(=C/n2c(=S)[nH]c3cc(C)ccc32)C(C)=O)cc1	97	96	99	107	99	93	85	98
O=C(Nc1nc2ccc([N+](=O)[O-])cc2s1)Nc1cc(Cl)ccc1I	-82*	-87*	-5.7*	-44*	-22*	-29*	-26*	-37*
O=C1Nc2ccccc2/C1=C/c1cn(CC(O)Cn2cc(/C=C3\C(=O)Nc4ccccc43)c3ccccc32)c2ccccc12 (stereo not drawn)	-84*	-55*	-17*	-85*	-22*	-67*	-46*	-80*
Cc1ccc([C@H]2C(C(=O)c3ccc(Cl)cc3)C3(N[C@@H]2c2ccccc2)C(=O)Nc2ccccc23)cc1 (stereo partly drawn)	25	51	12	1.9*	60	16	14	27
CN(CC(=O)O)c1ccc(/C=C/c2ccnc3ccccc23)cc1	95	65	51	-0.7*	85	32	55	67
CN(C)c1ccccc1/C=C1\Cc2c(Br)cccc2C1=O	88	93	43	74	86	28	65	85
O=C(NNC(=O)c1ccc(NC(=O)c2ccccn2)cc1)Nc1ccc(Cl)cc1	104	92	100	95	72	91	92	99
CC(=O)Nc1ccc(NC(C)=O)c2c1C(=O)c1ccccc1C2=O	86	36	91	107	102	87	81	60
Nc1ccc(SSc2ccc(N)cc2)cc1	80	67	.	101	109	96	89	82
O=C(NCc1ccccc1)c1ccc([N+](=O)[O-])cc1	101	107	111	93	114	94	100	95

Another view of some results above.
Molecule: COc1ccc(NC(=O)/C(=C/n2c(=S)[nH]c3cc(C)ccc32)C(C)=O)cc1
  LOX IMVI: 97	BT-549: 96	K-562: 99	MDA-MB-468: 107	HS 578T: 99	MCF7: 93	T-47D: 85	MDA-MB-231: 98

Molecule: O=C(Nc1nc2ccc([N+](=O)[O-])cc2s1)Nc1cc(Cl)ccc1I
  LOX IMVI: -82*	BT-549: -87*	K-562: -5.7*	MDA-MB-468: -44*	HS 578T: -22*	MCF7: -29*	T-47D: -26*	MDA-MB-231: -37*

Molecule: O=C1Nc2ccccc2/C1=C/c1cn(CC(O)Cn2cc(/C=C3\C(=O)Nc4ccccc43)c3ccccc32)c2ccccc12 (stereo not drawn)
  LOX IMVI: -84*	BT-549: -55*	K-562: -17*	MDA-MB-468: -85*	HS 578T: -22*	MCF7: -67*	T-47D: -46*	MDA-MB-231: -80*

Molecule: Cc1ccc([C@H]2C(C(=O)c3ccc(Cl)cc3)C3(N[C@@H]2c2ccccc2)C(=O)Nc2ccccc23)cc1 (stereo partly drawn)
  LOX IMVI: 25	BT-549: 51	K-562: 12	MDA-MB-468: 1.9*	HS 578T: 60	MCF7: 16	T-47D: 14	MDA-MB-231: 27

Next part:
compound	LOX IMVI	BT-549	K-562	MDA-MB-468	HS 578T	MCF7	T-47D	MDA-MB-231
COc1cc(C2OC(CCC(=O)c3nc4ccc([N+](=O)[O-])cc4[nH]3)=NN2C(C)=O)cc(OC)c1OC (stereo not drawn)	93	101	.	114	90	.	104	88
COc1cc(Cl)ccc1C(=O)Nc1nc2ccccc2[nH]1	68	85	89	69	78	66	56	73
C=C1CC[C@H](C(C)C)[C@@H]2[C@H]1[C@H]1C[C@](C)(O)[C@@H](OCC)CC[C@@](C)(O)[C@@H]2O1	89	96	92	84	105	95	93	95
COc1ccc(-c2nc(SCC(=O)N3CCN(c4cc5c(cc4F)c(=O)c(C(=O)O)cn5C4CC4)CC3)nc(Cl)c2C#N)cc1	98	105	105	99	106	98	109	112
CC(C)(C)n1nnnc1C(Nc1nccs1)c1cc2cccc3ccc4cccc1c4c32 (stereo not drawn)	96	100	102	-35*	88	76	74	99
CCNC(=O)Nc1ncccc1OCc1cccc(Cl)c1	94	102	95	104	110	87	99	106
CC/C(=N\N=C(/CC)c1cccs1)c1cccs1	96	96	83	76	106	91	86	104
CNC(=O)c1cc(-n2ccc3cc(NC(=O)Nc4ccc(F)c(C(F)(F)F)c4)ccc32)ccn1	68	58	33	43	51	42	35	83
C[C@H]1C=C(C[C@H](O)CC#CC#CCCCCC[C@@H](O)[C@H]2CCC(=O)O2)C(=O)O1	97	117	78	.	182	104	101	98
O=[N+]([O-])c1ccc2nc(CCl)[nH]c2c1	77	89	86	87	38	87	70	92

A second format for some results above:
mol: CCNC(=O)Nc1ncccc1OCc1cccc(Cl)c1
  LOX IMVI: 94 | BT-549: 102 | K-562: 95 | MDA-MB-468: 104 | HS 578T: 110 | MCF7: 87 | T-47D: 99 | MDA-MB-231: 106
mol: CC(C)(C)n1nnnc1C(Nc1nccs1)c1cc2cccc3ccc4cccc1c4c32 (stereo not drawn)
  LOX IMVI: 96 | BT-549: 100 | K-562: 102 | MDA-MB-468: -35* | HS 578T: 88 | MCF7: 76 | T-47D: 74 | MDA-MB-231: 99

Later entries
compound	LOX IMVI	BT-549	K-562	MDA-MB-468	HS 578T	MCF7	T-47D	MDA-MB-231
O=S(=O)(Nc1ccccc1Cl)c1ccc(-c2cnc(C3CC3)o2)cc1	44	49	20	6.4*	.	16	.	35
COC1c2occc2C(OC)C2C3C(=C(C)OC12)Sc1nc(-c2ccccc2)c(C#N)c(N)c13 (stereo not drawn)	98	92	133	100	94	74	87	88
O=C1[C@@H]2Cc3c([nH]c4ccccc34)[C@H](c3c(Cl)cccc3Cl)N2C(=O)CN1C1CCN(Cc2ccccc2)CC1	-80*	29	-8.4*	-33*	29	1.2*	77	55
Cc1cc2nc(CN)[nH]c2cc1C	109	101	102	103	114	97	94	117
NC(=O)NN1CCOCC1	103	107	121	109	98	93	.	98
CN1CCN(c2ccc3nc(-c4ccc5nc(-c6ccc(O)cc6)[nH]c5c4)[nH]c3c2)CC1	94	98	50	.	.	34	39	121
COc1ccc(-c2nc3ccc(C(=O)NN4C(=O)c5ccc(C(=O)O)cc5C4=O)cc3[nH]2)cc1	91	116	97	96	100	89	98	93
O=C(Nc1ccc(N=Cc2cccs2)cc1)NC1C=c2ccccc2=CC1 (stereo not drawn)	111	89	96	106	104	93	102	96
O=C(CCl)OCCCOCCCOc1ccccc1	97	113	101	96	100	93	89	106
O=C(c1ccc(Cc2n[nH]c(=O)c3cccnc23)cc1)N1CCN(c2ccccc2)CC1	98	100	97	90	99	87	95	100
Cc1nc2cc(Nc3nc(N4CCCC4)nc(N4CCOCC4)n3)ccc2n1Cc1ccccc1	94	84	78	82	76	100	69	89
CCC(=C(c1ccc(OCCN(C)C)cc1)c1ccc(OCCN(C)C)cc1)c1ccc(Cl)cc1	-98*	.	-17*	-83*	-36*	-73*	-56*	-80*
CC(C)=CCC[C@](C)(O)[C@H]1CC[C@]2(C)[C@@H]1CC[C@@H]1[C@@]3(C)CC[C@H](OC(=O)CCC(=O)O)C(C)(C)[C@@H]3CC[C@]12C	-64*[100 µM]	26[100 µM]	24[100 µM]	30[100 µM]	41[100 µM]	16[100 µM]	26[100 µM]	13[100 µM]
OCCN(CCO)c1ccccc1	106	94	53	89	126	103	103	107
Nc1nc2c(N=Nc3ccc(Br)cc3)c(N)nn2cc1-c1nc2ccccc2s1	100	105	116	91	91	94	89	102
O=C(c1nc2ccccc2[nH]1)C1C(c2ccc(F)cc2)C2CC3CCCCC3N2[C@@]12C(=O)Nc1ccc(Cl)cc12 (stereo partly drawn)	46	77	29	42	69	21	37	43
CCn1c2ccc(O)cc2c2c(C)c3c[n+](C)ccc3c(C)c21	62	-13*	60	-31*	-0.1*	17	-6.6*	72
O=C(c1ccccc1)c1c(/C=C/c2ccc(Br)cc2)nc2ccccc2c1/C=C/c1ccccc1	96	109	97	97	106	87	95	103
CC(=O)OCCC[n+]1ccc(SCC(=O)n2ccc3ccccc32)c2ccccc21	103	.	92	107	105	89	94	89
N#Cc1nc(-c2ccccc2)oc1N1CCN(S(=O)(=O)c2ccc(F)cc2)CC1	99	81	68	76	99	71	40	104
C=CCC(OC(C)=O)c1ccc(C(C)C)cc1 (stereo not drawn)	104	.	108	105	109	113	115	122
CN1C(=O)C(=Cc2coc3ccc(Br)cc3c2=O)C(=O)N(C)C1=O	101	106	127	102	.	88	101	98
CC(=O)Oc1ccc(C(c2ccccc2)c2ccccc2C(=O)O)cc1 (stereo not drawn)	95	105	78	109	106	99	105	103
CCCCCCCC/C=C\CCCCCCCCCCCCOc1cccc(CCOP(=O)(O)OCC[N+](C)(C)C)c1	96	111	102	111	103	97	108	98
CC1=C(C(=O)OCc2ccccc2)C(c2ccc3c(c2)OCO3)n2c(nc3ccccc32)N1 (stereo not drawn)	35	51	14	16	0.8*	21	41	69
O=c1nc(-c2ccccc2)c2cc(-c3ccc(N4CCOCC4)cc3)ccc2[nH]1	74	88	72	77	84	71	52	78
COc1cc(OC)cc(-c2ccc(-c3ccc(C(=N)N)cc3)s2)c1	-86*	-72*	-40*	-81*	-52*	-75*	-54*	-77*
COc1ccc(Nc2ncccc2/C=C/C(=O)c2cc(OC)c(OC)c(OC)c2)cc1	-64*	-35*	-26*	-62*	38	-61*	-4.2*	17
Cn1c(=O)c(C#N)c(-c2ccccc2)n2c(S(C)(=O)=O)nnc12	99	103	129	.	112	53	100	131
O=c1nc(Nc2cc([N+](=O)[O-])ccc2O)sc2ccccc12	97	103	.	66	88	53	68	91
CC(Oc1ccc(C(=O)NS(=O)(=O)C(C)(C)C)cc1C(F)(F)F)c1ccc(Oc2ccccc2)cn1 (stereo not drawn)	60	67	35	72	60	39	60	81
CCN1C(=O)N(CC)C2NNC(Sc3c(C(=O)O)c4ccccc4n(CCC(C)C)c3=O)=NC21 (stereo not drawn)	-42*	.	6.4*	8.0*	-15*	9.2*	73	11
Cc1cc(N)c2cc(NC(=O)CCCCCC(=O)Nc3ccc4nc(C)cc(N)c4c3)ccc2n1	99	107	107	118	117	91	101	115
CCCNNC(=O)c1ccc(-c2ccc(NC(=O)CCCCCCC(=O)N[C@H](C(=O)N3C[C@H](O)C[C@H]3C(=O)N[C@@H](C)c3ccc(-c4scnc4C)cc3)C(C)(C)C)cc2)cc1	-42*	50	16	-10*	30	12	9.2*	24
Cn1c(=O)[nH]c(=O)c2nc(CC(=O)Nc3ccccc3)c(=O)[nH]c21	96	93	99	90	94	94	98	96
Nc1nc(Nc2ccccc2Cl)c2c(n1)-c1ccoc1CC2	104	106	97	94	112	89	82	111
O=c1c(Cc2ccc(F)cc2)cc(-c2ccccc2)nn1C/C(=N/O)c1ccccc1	53	48	29	41	74	26	12	43

Compound activity (PubChem BioAssay)
